AID2073 = inhibitors of Mint1-CaV2.2 protein interaction, biochemical, HTRF (AID 2073); HTRF protein-protein interaction, Mint1-CaV2.2; higher % means a stronger effect; inhibition, % at 20 µM; hits with a dose series show IC50 in µM; Voltage-dependent N-type calcium channel subunit alpha-1B (Homo sapiens); hit rate 0.19% among 290,000; in the data active means inhibition mostly above about 51%, no sharp cut-off; inconclusive means no clear call, values can overlap the other calls; inactive means mostly below about 53%; further: some results filed as inactive read as strong as hits
NTR1 ag = agonists of NTR1, primary screen, imaging, U2OS cells, beta-arrestin-GFP, high content (AID 493036). Neurotensin receptor type 1 (Homo sapiens), P30989. NTR1-U2OS beta-arrestin-GFP spot imaging, agonist mode. activation, % at 20 µM. hit rate 0.17% among 330,000;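 active means activation at or above 40% of the spot to cytoplasm intensity ratio, with at least 20 cells analyzed; inconclusive means wells under 20 cells, flagged as cytotoxic or low count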;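 further: 0% = DMSO without peptide and 100% = 100 nM NTR1 peptide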
Target sequence (P30989 whole entry, looked up): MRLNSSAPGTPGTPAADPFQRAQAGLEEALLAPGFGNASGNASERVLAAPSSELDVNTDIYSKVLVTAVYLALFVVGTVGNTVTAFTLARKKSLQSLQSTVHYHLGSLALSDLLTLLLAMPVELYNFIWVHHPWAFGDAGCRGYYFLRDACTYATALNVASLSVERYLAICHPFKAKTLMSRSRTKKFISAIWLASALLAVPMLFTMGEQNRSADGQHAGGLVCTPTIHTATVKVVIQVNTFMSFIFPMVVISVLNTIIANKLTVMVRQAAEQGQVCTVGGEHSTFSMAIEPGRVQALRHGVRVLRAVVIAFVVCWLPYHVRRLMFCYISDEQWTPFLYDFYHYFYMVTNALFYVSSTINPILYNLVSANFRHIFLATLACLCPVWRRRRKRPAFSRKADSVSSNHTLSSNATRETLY
Dengue-2 NS5 capping = Dengue-2 NS5 methyltransferase inhibitors, primary screen, biochemical, confirmation dose response (AID 588689); Genome polyprotein (Dengue virus type 2 (strain 16681-PDK53)); Dengue-2 NS5 methyltransferase capping enzyme assay, biochemical; higher % means a stronger effect; one-dose inhibition, % at 25 µM; IC50 in µM for titrated hits; hit rate 0.3% among 340,000; in the data active means a potency from the dose series; inconclusive means inhibition above about 29% without an active follow-up result
MgcRacGAP inhibition = MgcRacGAP GTPase-activating activity inhibitors, confirmation, biochemical, ADP Hunter fluorescence; inhibition, % at 30 µM; hits with a dose series show IC50 in µM; Rac GTPase-activating protein 1 (Homo sapiens); MgcRacGAP-stimulated Rac1 GTP hydrolysis, ADP Hunter fluorescence; higher % means a stronger effect; GST-tagged Rac1 F28L mutant substrate; hit rate 0.6% among 340,000; AID 624330, 2012;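 active means first-screen hits whose inhibition reached a set limit at any dose in the follow-up dose series; inconclusive means inhibition above the set first-screen limit but never retested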;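 further: fluorescence reports GDP produced by GAP-driven GTP hydrolysis; strong numbers were not always called active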
West Nile antiviral = West Nile virus antiviral activity, cell-based, CPE readout (AID 1621); West Nile virus-infected cells, CPE inhibition; higher % means a stronger effect; hit rate 0.02% among 290,000; one-dose CPE inhibition, % at 10 µM; IC50 in µM for titrated hits; in the data active means a potency from the dose series; inconclusive means CPE inhibition mostly from about 3.7% at the one dose, without a potency; inactive means the rest, 99 in 100 with CPE inhibition below about 2.2%; further: strong numbers were not always called active
K1F lysis inhibition = inhibition of K1F phage lysis, E. coli UTI89, bacterial capsule biogenesis inhibitors, alamar blue (AID 488966); E. coli UTI89 K1F phage lysis, alamar blue, 2 h; higher % means a stronger effect; one-dose inhibition, % at 100 µM; IC50 in µM for titrated hits; hit rate 0.02% among 340,000;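 active means phage lysis inhibition, versus mean bacterial control, above a set limit; inconclusive means no clear call, values can overlap the other calls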;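 further: capsule biogenesis inhibitors block K1F phage lysis so surviving cells raise fluorescence; higher fluorescence means more inhibition of phage lysis; actives were called in the ten point dose series up to 300 µM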
SIAH1 antagonists = Siah-1 peptide-binding antagonists, primary screen, biochemical, fluorescence polarization, rhodamine-plectin, uHTS (AID 1817); hit rate 0.02% among 290,000; E3 ubiquitin-protein ligase SIAH1 (Homo sapiens); Siah-1 / rhodamine-plectin peptide fluorescence polarization; higher % means a stronger effect; displacement, % at 20 µM, or IC50 in µM where a hit was titrated;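 active means displacement of at least 50% at 20 µM, with a fluorescence ratio check between 0.3 and a set limit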;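 further: plate controls were Siah plus tracer with DMSO for no effect and tracer alone without Siah for full effect; strong numbers were not always called active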
SV40 large T antigen = SV40 large T antigen inhibitors, biochemical (AID 1903) | inhibition, % at 20 µM; hits with a dose series show IC50 in µM | hit rate 0.39% among 310,000 | SV40 large T antigen ATPase/helicase inhibition assay; higher % means a stronger effect; in the data active means a potency from the dose series; inconclusive means inhibition mostly from about 32% at the one dose, without a potency; inactive means the rest, 99 in 100 with inhibition below about 32%; further: strong numbers were not always called active
RSV CPE inhibition = RSV antiviral activity via CPE protection, HEp-2 cells, primary 10 µM value included (AID 2391); one-dose CPE inhibition, % at 10 µM; IC50 in µM for titrated hits; HEp-2 cells, RSV-induced CPE inhibition; higher % means a stronger effect; hit rate 0.13% among 310,000; in the data active means a potency from the dose series; inconclusive means CPE inhibition mostly from about 23% at the one dose, without a potency; inactive means the rest, 99 in 100 with CPE inhibition below about 21%; further: strong numbers were not always called active
NTR1 ag cell count 20 µM = recorded beside NTR1 ag, whose call it bears; cell count; measured here: cell count, cytotoxicity flag
Dengue-2 NS5 capping pilot replicate = second read-out of Dengue-2 NS5 capping, no call of its own (marks repeat the call); inhibition, %; measured here: pilot screen replicate inhibition
Numbers without * were called inactive; ? = inconclusive; · = not tested or not shown; [ ] = dose if it differs, or a comment.

SMILES	AID2073	NTR1 ag	NTR1 ag cell count 20 µM	Dengue-2 NS5 capping	MgcRacGAP inhibition	West Nile antiviral	K1F lysis inhibition	SIAH1 antagonists	SV40 large T antigen	RSV CPE inhibition	others
CCOc1ccc(CCNC(=O)c2cccnc2N2CCCC2)cc1OCC	16%	-1.3	46	-3%	11%	-0.2%	1.8%	16%	4%	0.8%
Cc1ncc([N+](=O)[O-])n1S(=O)(=O)c1cc(Cl)ccc1Cl	-6%	-0.5	58	7%	19%	-0.8%	0.4%	11%	9%	0.7%
Cc1cc(C)c2[nH]c(=O)c(CN(Cc3cccs3)C(=S)NCC3CCCO3)cc2c1 (stereo unspecified)	5%	3.8	63	-4%	2%	-1.0%	4.5%	5%	3%	2.4%
O=C(Nc1ccc(Br)cc1)c1cc(-c2cccs2)on1	10%	1.6	68	-13%	4%	-0.1%	0.2%	15%	10%	14%
Cc1ccc(NC(=O)C(c2ccccc2)N2CCN(CC(=O)N3CCOCC3)CC2)cc1 (stereo unspecified)	·	-1.5	73	-1%	6%	·	1.8%	·	·	2.7%
O=C(CSc1nnc(-c2cccnc2)n1Cc1ccco1)N1CCc2ccccc21	-1%	-2.8	52	-10%	7%	-0.6%	0.1%	-4%	11%	-0.3%
O=C(COC(=O)c1c[nH]c(=O)[nH]c1=O)NCc1ccccc1	0%	-0.2	40	-4%	11%	0.2%	0.2%	4%	12%	-0.1%
O=C(NCCCN1CCN(Cc2ccccc2)CC1)C1CCN(c2nnc(-n3cccc3)s2)CC1	-2%	0.4	41	-1%	3%	-0.5%	-0.8%	10%	-4%	-0.8%
CCS(=O)(=O)n1c(Cc2cccs2)nc2ccccc21	·	0.7	77	2%	6%	·	-4.5%	·	13%	0.1%
COc1cccc2c(=O)n(CC(=O)NC3CCCCC3)ccc12	1%	2.0	60	-3%	-3%	-0.3%	0.0%	-4%	4%	0.8%
CCCSc1nnc(NC(=O)c2sc3nc(-c4cccs4)ccc3c2N)s1	6%	12	71	-28%	-1%	0.6%	4.2%	5%	11%	47%
CNC[C@H]1Oc2c(NS(=O)(=O)c3ccc(OC)cc3)cccc2C(=O)N([C@H](C)CO)C[C@@H]1C	·	-0.1	62	1%	7%	·	0.1%	·	·	·	Dengue-2 NS5 capping pilot replicate=0.3
Cc1cc(NC(=O)/C=C/c2ccc(Cl)cc2)no1	-8%	-2.6	53	0%	0%	-0.4%	2.6%	1%	16%	3.1%
CCCCNc1nc2cccnc2s1	-1%	-0.8	43	2%	6%	-0.2%	-0.7%	14%	19%	-1.0%
CC1=C(/C=C/C(C)=C/C=C/C(C)=C/C=C/C=C(C)/C=C/C=C(C)/C=C/C2=C(C)CCCC2(C)C)C(C)(C)CCC1	·	1.3	88	·	·	-0.3%	·	·	18%	0.4%
CCc1cccc2c(C(=O)CSc3nncn3C)c[nH]c12	-7%	-0.5	62	3%	5%	0.9%	0.2%	2%	2%	1.6%
Cc1cc2c(cc1S(=O)(=O)N1CCN(c3cccc(C)c3C)CC1)OCCN2C	1%	0.5	101	-4%	6%	-0.9%	5.3%	-1%	3%	7.2%
CCN1C(=O)/C(=C\N2CCN(C(=O)c3ccco3)CC2)SC1=S	13%	-0.2	44	4%	8%	-0.2%	1.0%	4%	7%	-0.9%
O=[N+]([O-])c1cccc(CN2CCN(Cc3ccco3)CC2)c1	21%	-1.4	75	2%	98µM*	0.1%	0.2%	3%	-2%	-1.3%
CCN(CC)NC(=O)Nc1ccccc1	-16%	-1.4	92	·	·	0.6%	·	-4%	5%	1.8%
O=C(NCc1cccnc1)c1cccc(S(=O)(=O)Nc2cccc(Cl)c2)c1	·	0.6	47	-1%	1%	·	0.8%[50 µM]	·	·	1.6%
Cc1cc2c(=O)n(C)c(SCC(=O)Nc3cccc(F)c3)nc2s1	-4%	4.3	53	-1%	4%	-0.3%	0.8%	2%	8%	1.6%
CC(=C1C(=O)c2ccccc2C1=O)N1CCN(c2ccccn2)CC1	-1%	-0.3	55	10%	8%	0.8%	0.0%	2%	8%	1.5%
O=C1CC(c2cccc(Cl)c2)CC(O)=C1C=NCCCO (stereo unspecified)	1%	-0.4	55	-3%	-3%	0.3%	1.7%	5%	21%	5.1%
Cc1nn(-c2cccc(Cl)c2)c(Cl)c1/C=N/NC(=O)c1cccnc1	0%	-0.2	75	-13%	3%	0.2%	-0.1%	0%	12%	1.8%
COC(=O)Cc1ccc(NC(=S)NC(C)(C)C)cc1	2%	-0.7	33	-8%	-6%	1.2%	0.0%	3%	8%	3.0%
C(=N\Nc1nc(-c2ccccc2)cs1)/c1cccs1	0%	0.6	29	0%	6%	-0.3%	3.4%	-2%	16%	11%
COc1ccc(Cc2noc(CN3CCNC(=O)CC3)n2)cc1OC	11%	1.9	55	-6%	2%	0.0%	-1.0%	2%	11%	-0.4%
CCn1c(C)c(C)c2cc(C(=O)Nc3cccc(Cl)c3)ccc21	21%	5.5	51	3%	1%	0.8%	0.8%	10%	6%	45%
O=C(CC1C(=O)NCCN1C(=O)c1ccc(F)cc1)OCc1ccccc1 (stereo unspecified)	-6%	1.1	61	-6%	-2%	0.7%	0.9%	3%	1%	0.7%
Cc1ccc(S(=O)(=O)CCC(=O)NCc2ccccc2)cc1	-2%	1.1	68	2%	6%	0.8%	4.1%[50 µM]	6%	7%	3.0%
NC(=O)c1ccc(NC(=O)COC(=O)c2ccc(Cl)nc2)cc1	·	5.9	50	-2%	-4%	·	-0.3%	·	·	0.2%
COc1ccc(CCNS(=O)(=O)c2cccs2)cc1	10%	-1.2	58	-11%	7%	-0.6%	?	-10%	9%	0.9%
CCC(c1nnc(SCC(=O)Nc2cc(C)on2)o1)N(C)C (stereo unspecified)	·	1.3	77	2%	7%	·	0.5%[50 µM]	·	·	2.3%
COc1ccc(C(=O)c2cc3c(cc2[N+](=O)[O-])OCCO3)cc1	0%	-0.9	66	3%	9%	-0.6%	0.3%	3%	4%	0.8%
O=c1cc(O)c(-c2cccc(Cl)c2)c(Cl)[nH]1	-2%	2.1	64	-3%	5%	-0.1%	-0.6%	-1%	4%	1.3%
COC(=O)c1c(C#N)c(N)nc2c1CCCC2	34%	-1.5	36	1%	10%	·	-0.2%	-6%	3%	3.6%
Cn1c(=NC(=O)CSCC(=O)N2CCOCC2)sc2ccccc21	4%	1.8	56	3%	9%	-0.1%	1.1%	3%	-2%	-0.3%
O=C1NC(=O)[C@@H]2C3c4ccccc4C=CN3[C@H](C(=O)c3cccs3)[C@H]12 (stereo partly specified)	6%	-0.2	53	·	·	0.3%	·	5%	9%	1.4%
Cn1ccnc1C(O)(c1ccccc1)c1nccn1C	4%	0.6	58	-5%	10%	-0.1%	0.0%	1%	16%	0.1%
COc1cccc(NC(=O)CC2C(=O)NCCN2C(=S)Nc2ccc(F)cc2)c1 (stereo unspecified)	-6%	-1.2	68	-9%	-1%	-0.8%	-0.5%[50 µM]	3%	3%	5.2%
CCOc1ccccc1-c1nc(SCC(=O)O)n[nH]1	3%	3.6	51	-4%	7%	-0.1%	0.3%	3%	7%	1.2%
Cc1c(OCC(=O)N(C)C)ccc2c3c(c(=O)oc12)CCCCC3	18%	-0.6	91	-7%	9%	-1.5%	0.2%	0%	8%	2.4%
O=Cc1sc([O-])nc1-[n+]1ccc2ccccc2c1	-6%	0.8	58	·	·	0.1%	·	3%	25%	3.4%
O=S1(=O)CCN(Cc2ccc(Cl)c(C(F)(F)F)c2)CC1	4%	-0.8	96	6%	13%	-1.1%	0.1%	4%	14%	2.7%

A draw from above in order of SMILES length, lowest first.
SMILES	AID2073	NTR1 ag	NTR1 ag cell count 20 µM	Dengue-2 NS5 capping	MgcRacGAP inhibition	West Nile antiviral	K1F lysis inhibition	SIAH1 antagonists	SV40 large T antigen	RSV CPE inhibition	others
CCOc1ccccc1-c1nc(SCC(=O)O)n[nH]1	3%	3.6	51	-4%	7%	-0.1%	0.3%	3%	7%	1.2%
CCC(c1nnc(SCC(=O)Nc2cc(C)on2)o1)N(C)C (stereo unspecified)	·	1.3	77	2%	7%	·	0.5%[50 µM]	·	·	2.3%
O=C(NCc1cccnc1)c1cccc(S(=O)(=O)Nc2cccc(Cl)c2)c1	·	0.6	47	-1%	1%	·	0.8%[50 µM]	·	·	1.6%
O=C1NC(=O)[C@@H]2C3c4ccccc4C=CN3[C@H](C(=O)c3cccs3)[C@H]12 (stereo partly specified)	6%	-0.2	53	·	·	0.3%	·	5%	9%	1.4%

Returning to the listing, repeating the two entries before the break.
SMILES	AID2073	NTR1 ag	NTR1 ag cell count 20 µM	Dengue-2 NS5 capping	MgcRacGAP inhibition	West Nile antiviral	K1F lysis inhibition	SIAH1 antagonists	SV40 large T antigen	RSV CPE inhibition	others
O=Cc1sc([O-])nc1-[n+]1ccc2ccccc2c1	-6%	0.8	58	·	·	0.1%	·	3%	25%	3.4%
O=S1(=O)CCN(Cc2ccc(Cl)c(C(F)(F)F)c2)CC1	4%	-0.8	96	6%	13%	-1.1%	0.1%	4%	14%	2.7%
CC(C)Cn1c(CCCNC(=O)c2ccc(F)cc2)nc2ccccc21	2%	-0.1	93	-4%	7%	-0.5%	0.8%	9%	2%	0.3%
CCOC(=O)C1CCN(c2c(N3CCCC(C(=O)OCC)C3)c(=O)c2=O)CC1 (stereo unspecified)	-1%	0.1	88	1%	5%	-0.2%	0.4%	-2%	2%	3.8%
COc1cc(/C=N/OCC(=O)NC2CCCCC2C)ccc1OCc1ccc(Cl)cc1 (stereo unspecified)	-3%	6.9	34	-4%	-3%	-0.8%	0.3%[50 µM]	1%	-1%	21%
Cc1cc2c(c(=O)o1)C(CC(C)C)C(C#N)=C(N)O2 (stereo unspecified)	1%	-0.1	39	0%	3%	0.3%	0.4%	2%	15%	2.5%
Nc1c(N(CCO)C(=O)C2CCCCC2)c(=O)[nH]c(=O)n1Cc1ccccc1	-14%	-0.6	47	-1%	11%	0.8%	0.5%	0%	16%	0.4%
Cc1cc(C)cc(-n2c(O)c(C=NC3CCS(=O)(=O)C3)c3ccccc3c2=O)c1 (stereo unspecified)	-8%	0.5	65	-3%	-1%	-0.1%	-0.9%	2%	10%	-0.4%
CS(=O)(=O)N(CC(=O)Nc1ccc2c(c1)OCCO2)Cc1ccccc1	-3%	-1.4	55	-12%	7%	-0.3%	6.0%	2%	11%	0.5%

Compound activity from PubChem.
